Source: PubChem BioAssay (Broad Institute)
STK33 inh = inhibitors of human STK33 kinase | ADP-Glo luminescence, MBP substrate | inhibition, % at 12.5 µM | actives 0.44% (n = 27,000); in the data active = inhibition above about 20%; inconclusive = no clear call, values can overlap the other calls
Target sequence (Q9BYT3 whole entry, looked up): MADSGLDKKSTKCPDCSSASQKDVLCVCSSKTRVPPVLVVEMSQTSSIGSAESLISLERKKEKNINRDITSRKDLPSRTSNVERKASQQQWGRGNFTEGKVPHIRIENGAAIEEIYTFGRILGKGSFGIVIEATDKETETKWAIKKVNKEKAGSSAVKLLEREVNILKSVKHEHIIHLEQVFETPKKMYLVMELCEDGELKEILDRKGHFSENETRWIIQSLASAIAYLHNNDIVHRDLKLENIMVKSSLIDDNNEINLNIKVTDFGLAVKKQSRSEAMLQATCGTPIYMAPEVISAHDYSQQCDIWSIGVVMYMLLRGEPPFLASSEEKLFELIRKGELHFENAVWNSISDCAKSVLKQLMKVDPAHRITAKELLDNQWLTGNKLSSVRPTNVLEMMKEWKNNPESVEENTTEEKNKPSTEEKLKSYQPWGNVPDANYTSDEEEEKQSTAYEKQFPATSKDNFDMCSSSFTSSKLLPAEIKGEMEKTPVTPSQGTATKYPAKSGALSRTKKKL
mut p53 react = mutant p53 pathway reactivation; activation, % at 9.98 µM; actives 1.5% (n = 28,000); SW480 PUMA-promoter luciferase; in the data active = activation above about 52%; inconclusive = no clear call, values can overlap the other calls
An asterisk follows results filed as active; ? = inconclusive; . = not tested or not shown. Not all compounds are listed; count on the stated rates, not on these rows.

SMILES	STK33 inh	mut p53 react
COc1ccc(NC(=O)N(C)C[C@H]2Oc3ccc(NS(=O)(=O)c4ccc(F)cc4)cc3C(=O)N([C@@H](C)CO)C[C@@H]2C)cc1	2	.
O=[N+]([O-])c1ccccc1CN1CCN(Cc2cccc(Oc3ccccc3)c2)CC1	-4	3
C[C@@H]1CN([C@H](C)CO)C(=O)c2cc(NC(=O)c3ccncc3)ccc2O[C@@H](C)CCCCO[C@@H]1CN(C)Cc1ccncc1	.	5
Cc1noc(C)c1NC(=O)Nc1cccc2c1O[C@H](CN(C)C)[C@@H](C)CN([C@H](C)CO)C2=O	.	0
C=C1CCC(C2CC(=O)OC2=O)C(=O)CCC2C1CC2(C)C (configuration not stated)	0	.
C[C@@H]1CN([C@@H](C)CO)C(=O)Cc2cc(NS(=O)(=O)c3ccccc3)ccc2O[C@H]1CN(C)C(=O)Nc1cccc2ccccc12	.	-14
C[C@@H]1CN([C@@H](C)CO)C(=O)CCCn2cc(nn2)CO[C@@H]1CN(C)Cc1ccc2cccnc2c1	-4	-10
C[C@@H]1CN([C@@H](C)CO)C(=O)c2cccc(N(C)C)c2O[C@@H]1CN(C)Cc1ccc(C(=O)O)cc1	.	-3
COc1ccc(NC(=O)Nc2ccc3c(c2)C(=O)N([C@H](C)CO)C[C@H](C)[C@@H](CN(C)C(=O)Nc2ccccc2)OCCCC[C@@H](C)O3)cc1	4	.
C[C@H](CO)N1C[C@H](C)[C@@H](CN(C)S(=O)(=O)c2ccc(Cl)cc2)Oc2ccc(NC(=O)CCN3CCOCC3)cc2CC1=O	.	8
COc1ccc(CN(C)C[C@@H]2Oc3c(NS(=O)(=O)c4ccc(Cl)cc4)cccc3C(=O)N([C@@H](C)CO)C[C@H]2C)cc1	.	-8
CCCC#Cc1cnc2c(c1)C(=O)N([C@@H](C)CO)C[C@@H](C)[C@@H](CN(C)S(=O)(=O)c1cn(C)cn1)O2	.	11
Cc1noc(C)c1S(=O)(=O)Nc1ccc2c(c1)CC(=O)N([C@@H](C)CO)C[C@H](C)[C@H](CN(C)C(=O)Nc1ccc(C(F)(F)F)cc1)O2	-3	7
CC(C)NC(=O)N(C)C[C@H]1OCCCC[C@H](C)Oc2ccc(NC(=O)CCC(F)(F)F)cc2C(=O)N([C@@H](C)CO)C[C@@H]1C	.	1
Cc1sc2ncn(CC(=O)NCc3ccco3)c(=O)c2c1C	-3	-12
C[C@H]1CN([C@@H](C)CO)C(=O)Cc2cc(NC(=O)NC3CCCCC3)ccc2O[C@@H]1CN(C)S(=O)(=O)c1ccc(F)cc1	-1	.
C=CCN1Cc2ccccc2[C@H]2OC(c3ccc(OCCCO)cc3)=N[C@@]2(CC=C)C1=O	-1	.
COc1ccc(CCNC(=O)c2cc(-c3ccncc3)nc3c(Cl)cccc23)cc1OC	-3	12
C[C@H](CO)N1C[C@H](C)[C@H](CN(C)S(=O)(=O)c2ccc(F)cc2)OCCCC[C@H](C)Oc2ccc(NC(=O)Nc3ccc4c(c3)OCO4)cc2C1=O	.	-29
O=C(CSc1nccc(=O)[nH]1)N1CCN(c2ccccc2)CC1	4	10
C[C@@H]1CCCCO[C@H](CN(C)Cc2ccncc2)[C@@H](C)CN([C@@H](C)CO)C(=O)c2cc(NS(C)(=O)=O)ccc2O1	.	1
CCC[C@@H]1C[C@@H](C(=O)N[C@H]([C@H]2O[C@H](SC)[C@H](O)[C@@H](O)[C@H]2O)[C@H](C)O)N(C)C1	-4	.
CC1=CCC2C(=O)N(c3ccc(C4CCCCC4)cc3)C(=O)C2C1 (configuration not stated)	.	-5
O=C1O[C@H](c2ccccc2)[C@H](c2ccccc2)N2[C@H]1[C@@H](C(=O)NC[C@H](O)c1ccccc1)[C@]1(C(=O)Nc3ccc(C#CC4(O)CCCCCC4)cc31)[C@H]2c1ccc(OCCO)cc1	9	.
CCc1nc(SCC(=O)Nc2cc(C)on2)n[nH]1	.	4

A run of entries from further up, for reference:
SMILES	STK33 inh	mut p53 react
CC(C)NC(=O)N(C)C[C@H]1OCCCC[C@H](C)Oc2ccc(NC(=O)CCC(F)(F)F)cc2C(=O)N([C@@H](C)CO)C[C@@H]1C	.	1
Cc1sc2ncn(CC(=O)NCc3ccco3)c(=O)c2c1C	-3	-12
C[C@H]1CN([C@@H](C)CO)C(=O)Cc2cc(NC(=O)NC3CCCCC3)ccc2O[C@@H]1CN(C)S(=O)(=O)c1ccc(F)cc1	-1	.
C=CCN1Cc2ccccc2[C@H]2OC(c3ccc(OCCCO)cc3)=N[C@@]2(CC=C)C1=O	-1	.
COc1ccc(CCNC(=O)c2cc(-c3ccncc3)nc3c(Cl)cccc23)cc1OC	-3	12
C[C@H](CO)N1C[C@H](C)[C@H](CN(C)S(=O)(=O)c2ccc(F)cc2)OCCCC[C@H](C)Oc2ccc(NC(=O)Nc3ccc4c(c3)OCO4)cc2C1=O	.	-29
O=C(CSc1nccc(=O)[nH]1)N1CCN(c2ccccc2)CC1	4	10
C[C@@H]1CCCCO[C@H](CN(C)Cc2ccncc2)[C@@H](C)CN([C@@H](C)CO)C(=O)c2cc(NS(C)(=O)=O)ccc2O1	.	1
CCC[C@@H]1C[C@@H](C(=O)N[C@H]([C@H]2O[C@H](SC)[C@H](O)[C@@H](O)[C@H]2O)[C@H](C)O)N(C)C1	-4	.
CC1=CCC2C(=O)N(c3ccc(C4CCCCC4)cc3)C(=O)C2C1 (configuration not stated)	.	-5
O=C1O[C@H](c2ccccc2)[C@H](c2ccccc2)N2[C@H]1[C@@H](C(=O)NC[C@H](O)c1ccccc1)[C@]1(C(=O)Nc3ccc(C#CC4(O)CCCCCC4)cc31)[C@H]2c1ccc(OCCO)cc1	9	.
CCc1nc(SCC(=O)Nc2cc(C)on2)n[nH]1	.	4

Next part.
SMILES	STK33 inh	mut p53 react
COCC#Cc1ccc2c(c1)O[C@H](CN(C)C(=O)CC1CC1)[C@H](C)CN([C@@H](C)CO)S2(=O)=O	.	-7
Cc1ccc(S(=O)(=O)N(C)C[C@@H]2Oc3ccc(N(C)C)cc3CC(=O)N([C@H](C)CO)C[C@H]2C)cc1	1	.
C[C@H]1CN([C@@H](C)CO)C(=O)Cc2cc(NC(=O)CCN3CCOCC3)ccc2O[C@@H]1CN(C)S(=O)(=O)c1ccc(Cl)cc1	4	.
Cc1ccc(C(=O)COc2cccc(NC(=O)c3ccc(Br)cc3)c2)cc1C	-1	10
CCCc1c(OCCCOc2ccc(OCC(=O)O)cc2)ccc(CC=O)c1O	.	-5
CCc1ccccc1NC(=O)CC(O)(C(=O)OC)C(F)(F)F (configuration not stated)	-6	-3
O=C(CSc1ncn[nH]1)N(c1ccccc1)c1ccccc1	0	21
CCCC(O)C#Cc1cnc2c(c1)C(=O)N([C@H](C)CO)C[C@H](C)[C@H](CN(C)C(=O)Nc1ccc(F)cc1)O2 (some centres not stated)	0	-4
O=C(O)CCCC(=O)Nc1ccccc1Br	0	-15
CCC1(COC(NC(=O)c2ccc(Cl)cc2Cl)(C(F)(F)F)C(F)(F)F)COC1	-2	.
O=C(COc1ccc(C(=O)Nc2ccccc2Cl)cc1)Nc1cccc(C(F)(F)F)c1	0	?
C[C@H](CO)N1C[C@H](C)[C@@H](CN(C)Cc2cccc(C(=O)O)c2)Oc2ncc(-c3ccccc3F)cc2C1=O	.	3
CNC[C@@H]1OCCCC[C@@H](C)Oc2ccc(NC(=O)NC(C)C)cc2C(=O)N([C@H](C)CO)C[C@H]1C	.	-1
CC1=C2CCC(C(=O)O)=CC2C(C(C)C)CC1 (configuration not stated)	-3	-5
C[C@H](CO)N1C[C@H](C)[C@@H](CN(C)C(=O)Nc2ccc(C(F)(F)F)cc2)OCCCC[C@H](C)Oc2ccc(NS(C)(=O)=O)cc2C1=O	.	0
Cc1cc(O)c(Cc2c(O)cc(C)c(C=O)c2O)c(O)c1C	-2	-6
COc1ccc(NC(=O)Nc2ccc3c(c2)C(=O)N([C@@H](C)CO)C[C@@H](C)[C@@H](CN(C)C(=O)Nc2ccc(C(F)(F)F)cc2)O3)cc1	0	.
COc1ccc(S(=O)(=O)Nc2ccc3c(c2)C(=O)N([C@H](C)CO)C[C@@H](C)[C@H](CN(C)S(=O)(=O)c2ccc(OC)cc2)OCCCC[C@H](C)O3)cc1	.	-37
CCNC(=S)N1CCN=C1Nc1nc(C)cc(C)n1	.	17
O=C1O[C@@H](c2ccccc2)[C@@H](c2ccccc2)N2[C@@H](c3ccc(O)cc3)[C@]3(C(=O)Nc4ccc(C#CCCO)cc43)[C@@H](C(=O)N3CCN(c4ncccn4)CC3)[C@H]12	1	.
Cc1cccc(-c2nc3cc(NC(=O)COc4ccccc4[N+](=O)[O-])ccc3o2)c1	1	19
C[C@@H]1CCCCO[C@H](CN(C)C(=O)C2CCCCC2)[C@H](C)CN([C@@H](C)CO)C(=O)c2cc(NS(=O)(=O)c3ccccc3)ccc2O1	.	-2
COc1cc(NC(=O)CS(=O)(=O)c2ccccc2)cc(OC)c1OC	0	-14
NCCCC[C@@H]1NC(=O)[C@@H]2C[C@H](C(=O)NCc3ccc(F)cc3)[C@H](c3ccc(O)cc3)N2C1=O	-1	.
O=C(OC[C@H]1O[C@@H](Oc2ccc(O)cc2COC(=O)C2(O)C=CCCC2=O)[C@H](O)[C@@H](O)[C@@H]1O)c1ccccc1 (some centres not stated)	-5	12
Later entries:
SMILES	STK33 inh	mut p53 react
O=C(CSc1n[nH]c(-c2ccncc2)n1)Nc1sc2c(c1C(=O)Nc1ccccc1)CCCC2	3	-3
CCOC(=O)c1c(NC(=O)CN2C(=O)c3ccccc3C2=O)sc2c1CCC(C)C2 (configuration not stated)	3	31
C[C@@H]1CCCCO[C@H](CN(C)S(=O)(=O)c2ccc(F)cc2)[C@@H](C)CN([C@H](C)CO)C(=O)c2cc(NC(=O)Nc3ccc(F)cc3)ccc2O1	5	.
COC(=O)C1(Cc2ccc(O)cc2)OC(=O)C(OC)=C1c1ccc(O)cc1 (configuration not stated)	1	3
C[C@H]1CN([C@@H](C)CO)C(=O)Cc2cc(NC(=O)C3CC3)ccc2O[C@H]1CN(C)C(=O)Nc1cccc2ccccc12	-5	-9
COc1ccc(NC(=O)N(C)C[C@@H]2OCCCC[C@@H](C)Oc3ccc(NC(=O)NC4CCCCC4)cc3C(=O)N([C@H](C)CO)C[C@@H]2C)cc1	1	.
COCCCNC(=O)[C@@]1(Cc2ccccc2)COC(c2ccc(OCCCO)cc2)=N1	-2	.
Cc1ccc(-c2csc3nnc(SCC(=O)c4ccc5c(c4)OCCO5)n23)cc1C	2	-6
C=C(C(=O)O)[C@@H]1CC[C@@]2(C)CC(=O)C=C(C)C2C1 (some centres not stated)	-3	-9
C[C@@H]1CN([C@H](C)CO)C(=O)c2cccc(NS(C)(=O)=O)c2O[C@@H]1CN(C)C	.	0
CC(C)NC(=O)N(C)C[C@H]1OCCCC[C@H](C)Oc2ccc(NS(C)(=O)=O)cc2C(=O)N([C@@H](C)CO)C[C@H]1C	.	-5
C[C@@H]1CN([C@H](C)CO)C(=O)c2cc(-c3cccc(F)c3)cnc2O[C@H]1CN(C)S(=O)(=O)c1cccc(F)c1	.	-8
C[C@H](CO)N1C[C@H](C)[C@@H](CN(C)C(=O)C2CCCCC2)OCCCC[C@H](C)Oc2ccc(NC(=O)Nc3ccccc3)cc2C1=O	.	-14
COc1ccc(NC(=O)N(C)C[C@H]2Oc3ccc(NC(=O)C4CCCCC4)cc3CC(=O)N([C@@H](C)CO)C[C@@H]2C)cc1	-3	.
C[C@@H]1CN([C@H](C)CO)C(=O)c2cccc(NC(=O)Nc3ccc(C(F)(F)F)cc3)c2O[C@@H]1CN(C)S(=O)(=O)c1ccc(Cl)cc1	.	-26
CC1(C)C(=O)C=C[C@@]2(C)C1CC(=O)[C@@]1(C)C3=CC(=O)O[C@@H](c4ccoc4)[C@]3(C)CCC12 (some centres not stated)	-6	.
COc1ccccc1NC(=O)N(C)C[C@@H]1Oc2ncc(C#CCN(C)C)cc2C(=O)N([C@H](C)CO)C[C@@H]1C	.	-2
O=C(Cc1ccccc1[N+](=O)[O-])Nc1cc(Cl)ccc1Oc1ccccc1	2	-10
CNC[C@@H]1Oc2cc(C#C[C@@H](C)O)ccc2S(=O)(=O)N([C@@H](C)CO)C[C@H]1C	.	8
COc1ccc(NC(=O)c2ccc(OCC(=O)Nc3cccc(C)c3C)cc2)cc1Cl	0	-2
C[C@H](CO)N1C[C@H](C)[C@@H](CN(C)Cc2ccc3c(c2)OCO3)Oc2ncc(C#CCN(C)C)cc2C1=O	.	6
C[C@@H]1CN([C@H](C)CO)C(=O)Cc2cc(NC(=O)NC3CCCCC3)ccc2O[C@@H]1CN(C)Cc1ccc(Cl)c(Cl)c1	-1	.
C[C@H]1CN([C@@H](C)CO)C(=O)c2cc(C#Cc3ccccn3)cnc2O[C@H]1CN(C)Cc1ccncc1	.	8
C[C@@H]1CN([C@H](C)CO)C(=O)Cc2cc(NS(C)(=O)=O)ccc2O[C@H]1CN(C)Cc1ccc(C(F)(F)F)cc1	-1	.
COc1ccccc1NC(=O)CSc1nc(-c2ccccc2)cc(=O)[nH]1	9	-11
(next part)
SMILES	STK33 inh	mut p53 react
CC(C)NC(=O)N(C)C[C@@H]1Oc2ccc(NC(=O)CCN3CCOCC3)cc2CC(=O)N([C@H](C)CO)C[C@@H]1C	-1	0
C[C@H]1CN([C@@H](C)CO)C(=O)Cc2cc(NC(=O)CCN3CCOCC3)ccc2O[C@H]1CN(C)S(=O)(=O)c1ccc(Cl)cc1	4	-1
O=C1N(CCS(=O)(=O)c2ccccc2)Cc2ccccc2[C@@H]2OC(c3ccc(OCCCO)cc3)=N[C@]12CCS(=O)(=O)c1ccccc1	17	.
C[C@@H]1CN([C@@H](C)CO)C(=O)c2cccc(NS(=O)(=O)c3ccc(Cl)cc3)c2O[C@@H]1CN(C)CC1CC1	.	-1
O=C(Nc1ccccc1)C1CC(=O)n2ncnc2N1 (configuration not stated)	.	9
CCOc1cc(C2NC(=S)NC(C)=C2C(=O)Nc2ccccc2C(=O)OC)cc(Br)c1O (configuration not stated)	2	-4
C=CCn1c(=O)c(C(=O)NCCCO)c(O)c2ccccc21	-2	18
C[C@H]1CN([C@@H](C)CO)C(=O)Cc2cc(NS(=O)(=O)c3ccc(Cl)cc3)ccc2O[C@H]1CN(C)Cc1ccncc1	1	.
CC(Sc1nc(N)cc(N)n1)C(=O)Nc1ccc(Cl)cc1 (configuration not stated)	0	-18
